# Source: PubChem
# DAT uptake mod: changed human dopamine transporter uptake under cocaine IC80; Q01959; LLC-PK1 hDAT cells, [14C]-dopamine uptake with cocaine IC80; actives deviate in either direction; B-score at 10 µM; hit rate 1.3% among 110,000;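 active means Z score or B-score, a plate-position-corrected score, falls beyond the plate's 99.7% confidence bounds, in either direction; inactive means both scores lie inside the 99.7% bounds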;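 further: scored against the spread of the other compound wells on the same plate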
# Target sequence (Q01959 whole entry, looked up): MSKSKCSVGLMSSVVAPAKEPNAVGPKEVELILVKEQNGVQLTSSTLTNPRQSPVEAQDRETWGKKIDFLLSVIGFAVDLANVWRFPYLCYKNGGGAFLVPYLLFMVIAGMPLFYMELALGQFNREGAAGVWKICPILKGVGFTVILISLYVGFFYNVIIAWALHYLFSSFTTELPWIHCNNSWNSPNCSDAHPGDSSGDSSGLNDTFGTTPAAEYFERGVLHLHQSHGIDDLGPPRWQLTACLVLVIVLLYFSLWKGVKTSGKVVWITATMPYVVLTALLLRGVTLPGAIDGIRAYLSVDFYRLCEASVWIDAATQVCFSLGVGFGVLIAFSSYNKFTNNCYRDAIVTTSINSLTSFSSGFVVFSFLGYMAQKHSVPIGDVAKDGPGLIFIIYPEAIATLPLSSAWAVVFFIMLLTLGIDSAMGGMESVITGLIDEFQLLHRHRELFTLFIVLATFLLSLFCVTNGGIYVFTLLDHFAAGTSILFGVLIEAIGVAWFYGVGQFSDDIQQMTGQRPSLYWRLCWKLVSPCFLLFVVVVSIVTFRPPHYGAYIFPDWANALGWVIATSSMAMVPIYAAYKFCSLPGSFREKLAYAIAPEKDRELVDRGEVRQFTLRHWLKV
# * = called active by the depositor. The list is partial, so the mix of outcomes need not match the whole.
SMILES,DAT uptake mod
COCCNC(=O)C1CC2Cn3c(nc4cc5ccccc5cc43)C2N1C (stereo not drawn),0.19
COC(=O)CCC(=O)OC1(C)C(=O)C=C2C=C(C3CC3)N(c3ccccc3)C=C2C1=O (stereo not drawn),-0.28
NC(N)=NCCC[C@H](NC(=O)OCc1ccccc1)C(=O)O,-0.61
COC(=O)[C@H]1C[C@@H]1[C@H](NC(=O)c1cccnc1)c1ccccc1,-0.43
COc1cccc([C@@H]2Oc3ccc(Br)cc3C(=O)[C@H]2OC(=O)NC2CCCC2)c1,-0.94
CN1[C@@H]2CC[C@H]1CC(OC(=O)c1c[nH]c3ccccc13)C2 (stereo partly drawn),0.73
Cc1ccc(C2=CC(c3ccccc3)n3ncnc3N2)c(C)c1 (stereo not drawn),0.03
CC(C)c1cc(-c2cc(C(=O)Nc3ccccc3)on2)nc(NCC2CC2)n1,-0.058
CN1CCN(C(=O)C2=C[C@H](c3ccc4c(c3)OCO4)C[C@H](OCCCCO)O2)CC1,-0.27
COc1ccc(C2=CC3=C(Br)C(=O)C(C)(OC(=O)c4ccco4)C(=O)C3=CO2)cc1 (stereo not drawn),0.66
O=c1c(-c2ccc(O)cc2)coc2cc(OC3OC(CO)C(O)C(O)C3O)cc(O)c12 (stereo not drawn),-0.042
CCOC(=O)CN1C(=O)N[C@@H](CCc2ccccc2)[C@@H](C(=O)OC)[C@H]1C,0.086
COc1ccc(COc2cc(-c3cccc(OC)c3)nc3ccc(NC(=O)C(C)C)cc23)cc1,0.91
COc1ccc(C(CCN2CCOCC2)c2c(O)cc(OC)cc2OC)cc1 (stereo not drawn),0.018
CC[C@@H]1CN(C)[C@H]2Cc3c([nH]c4ccccc34)C(=O)C[C@@H]1[C@@H]2C(=O)OC,-0.74
CCCCC(C)(O)C/C=C/[C@H]1[C@H](O)CC(=O)[C@@H]1CCCCCCC(=O)OC (stereo partly drawn),0.34
COc1cccc(-c2cc(=O)c3cc(NC(=O)c4ccccc4)ccc3[nH]2)c1,-0.63
CCC1=C(OC(=O)N(CC)CC)N2C(=O)OC(=NCc3ccccc3)[C@]2(C)[C@H]2C1=CC[C@H]1C(=O)N(c3ccccc3)C(=O)[C@H]12,1.8*
O=C(C1=C[C@@H](c2ccccc2)C[C@@H](OCc2ccc(CO)cc2)O1)N1CCOCC1,0.46
CC(=O)Nc1ccc(SC[C@H](CC(C)C)N2CCN(CC(C)C)CCC2=O)cc1,0.11
COC(=O)N1[C@H](Cc2ccccc2)C=C[C@]1(C)C(=O)NCc1ccccn1,-1.1
CCO[C@H]1OC(C(N)=O)=C[C@@H](C2CCCCC2)[C@@H]1CCCO,-0.34
CCO[C@@H]1OC(C(=O)NC2CC2)=C[C@H](C)[C@H]1CCCO,0.17
O=C(C1=C[C@H](c2ccc(Br)cc2)C[C@H](OCCCCO)O1)N1CCN(Cc2ccccc2)CC1,1.9
C[C@H]([C@@H](N)C(=O)N[C@@H](C(=O)O)[C@@H]1O[C@H](n2ccc(=O)[nH]c2=O)[C@@H](O)[C@H]1O)[C@@H](O)c1ccc(O)cn1,0.53
COc1ccc(CNS(=O)(=O)c2ccccc2Br)cc1,0.28
C#CCOCCOCCOCCNc1nc(N2CCN(C(=O)[C@H]([C@@H](C)CC)n3cc([C@@H](N)CC(C)C)nn3)CC2)nc(N2CCN(C(=O)[C@H](CCCCN)n3cc([C@@H](N)C(C)CC)nn3)CC2)n1 (stereo partly drawn),-0.31
CCO[C@@H]1OC(C(=O)O)=C[C@H](c2ccccc2)[C@H]1CCCO,-1.2
CCO[C@H]1OC(C(=O)NC2CC2)=C[C@@H](c2c[nH]c3ccccc23)[C@@H]1CCCO,0.13
O=C(NCCc1c[nH]c2ccccc12)C(=O)NCC1OCCN1S(=O)(=O)c1ccc(Cl)cc1 (stereo not drawn),0.41
C=CCN1c2ccccc2[C@]23C[C@@H](C(=O)OC)N(C(=O)c4cc(C)oc4C)C2=NC(C(=O)OC)=C(C(=O)OC)[C@H]13,-0.6
Cc1cccc(-c2nnc(NC(=O)c3ccc(N4C(=O)CCC4=O)cc3)s2)c1,-0.61
COc1ccc(C[C@H]2CN3C(=NC[C@H]3C)N2CCNC(=O)c2ccc(C)c(Br)c2)cc1,-0.17
CCCCS(=O)(=O)N1C2=NC(C(=O)OC)=C(C(=O)OC)[C@@H]3N(C)c4ccc(OC)cc4[C@]23C[C@H]1C(=O)OC,1.2
Clc1ccc(C2[C@H]3CN(Cc4cccnc4)[C@H](c4ccccc4)C34CC2(c2ccccc2)C4)cn1 (stereo partly drawn),0.25
CN(C)c1ccc(-c2cc([C@H]3[C@@H]4C=CCC[C@@]4(C)C(=O)N3Cc3ccccc3)ccc2F)cc1,-0.028
O=c1[nH]c2ccccc2cc1-c1nnn(-c2ccc(F)cc2)n1,0.1
COCCN1C(=O)N[C@@H](c2ccc(Br)cc2)C(C(C)=O)=C1C,-0.31
CC(Cc1ccccc1)Nc1ncnc2c1ncn2C1OC(CO)C(O)C1O (stereo not drawn),-0.65
CCO[C@@H]1OC(C(=O)N2CCN(Cc3ccccc3)CC2)=C[C@H](c2ccc(C(F)(F)F)cc2)[C@H]1CCCO,0.035

# A different layout for part of the listing above:
DAT uptake mod,Compound
1.9,O=C(C1=C[C@H](c2ccc(Br)cc2)C[C@H](OCCCCO)O1)N1CCN(Cc2ccccc2)CC1
0.53,C[C@H]([C@@H](N)C(=O)N[C@@H](C(=O)O)[C@@H]1O[C@H](n2ccc(=O)[nH]c2=O)[C@@H](O)[C@H]1O)[C@@H](O)c1ccc(O)cn1

# More records follow:
SMILES,DAT uptake mod
CCOC(=O)C1=C(C)N(CCCC(=O)O)C(=O)NC1c1ccc([N+](=O)[O-])cc1 (stereo not drawn),0.93
Cc1ccc(COCCN2CCN(S(=O)(=O)c3ccc(C)cc3)CCC2=O)cc1,0.68
CN1C(=O)OC(C)(C)C1=O,-0.25
C=C(C)C(=O)Nc1cccc(C2=NOC3(C2)C[C@@H](C(N)=O)N(C(=O)/C=C/CC)C3)c1 (stereo partly drawn),-0.65
CC1(c2nnc(-c3ccccc3)o2)CC(c2ccncc2)=NO1 (stereo not drawn),-1.8
COC(C/C=C/[C@H](O)[C@H](C)OCc1ccccc1)OC,-0.26
Cc1cc(-c2cc(C(=O)Nc3ccccc3)on2)nc(NCC2CC2)n1,0.66
CCOC(=O)[C@@H]1[C@H]2COc3cc(OC)ccc3[C@@H]2N2C(=O)N(c3ccc(C)cc3)C(=O)[C@]12C,0.5
Cc1noc(C)c1C(=O)N1CCC2(CC1)Oc1ccc(F)cc1C(=O)C21CC(c2ccc(Cl)cc2)=NO1 (stereo not drawn),0.17
C[C@@H]1C=C[C@](Cc2ccccc2)(C(=O)NCCc2c[nH]c3ccccc23)N1C(=O)c1ccccc1,0.78
CC(=O)C1=C(C)N(Cc2ccccc2)C(=O)N[C@@H]1c1cccc(C(F)(F)F)c1,-0.055
O=C(Nc1cc(Cl)cc(Cl)c1)c1ccc(Cn2c(=O)[nH]c3ccsc3c2=O)cc1,-1.3
O=c1c2ccccc2sc2ccc(NCCCN3CCOCC3)cc12,0.44
CCCNC(=O)c1onc(CSc2ccc(Cl)cc2)c1C(=O)NCCC(C)C,0.025
Cn1nc(Cc2cccc3ccccc23)c(C#N)c1N,-0.18
Nc1ccc(C#Cc2c(-c3ccsc3)oc3ccc(N4CCOCC4)cc23)cc1,-0.47
CCCc1nc2c(s1)CCc1onc(-c3ccc(Br)cc3)c1-2,-0.79
C[C@@H]1Cc2c(O)c(O)cc(O)c2C(=O)O1,-0.53
COc1ccc(CNC(=O)c2ccc(Br)o2)cc1,0.012
Cc1nc(C2CCCCC2)c(-c2ccccc2)c(N2CCOC2=O)c1C,-0.29

# Filtered by structure: the entries above with sulfur.
SMILES,DAT uptake mod
CC(=O)Nc1ccc(SC[C@H](CC(C)C)N2CCN(CC(C)C)CCC2=O)cc1,0.11
COc1ccc(CNS(=O)(=O)c2ccccc2Br)cc1,0.28
O=C(NCCc1c[nH]c2ccccc12)C(=O)NCC1OCCN1S(=O)(=O)c1ccc(Cl)cc1 (stereo not drawn),0.41
Cc1cccc(-c2nnc(NC(=O)c3ccc(N4C(=O)CCC4=O)cc3)s2)c1,-0.61
CCCCS(=O)(=O)N1C2=NC(C(=O)OC)=C(C(=O)OC)[C@@H]3N(C)c4ccc(OC)cc4[C@]23C[C@H]1C(=O)OC,1.2
Cc1ccc(COCCN2CCN(S(=O)(=O)c3ccc(C)cc3)CCC2=O)cc1,0.68
O=C(Nc1cc(Cl)cc(Cl)c1)c1ccc(Cn2c(=O)[nH]c3ccsc3c2=O)cc1,-1.3
O=c1c2ccccc2sc2ccc(NCCCN3CCOCC3)cc12,0.44
CCCNC(=O)c1onc(CSc2ccc(Cl)cc2)c1C(=O)NCCC(C)C,0.025
Nc1ccc(C#Cc2c(-c3ccsc3)oc3ccc(N4CCOCC4)cc23)cc1,-0.47
CCCc1nc2c(s1)CCc1onc(-c3ccc(Br)cc3)c1-2,-0.79

# The results go on:
SMILES,DAT uptake mod
CCO[C@H]1OC(C(=O)O)=C[C@@H](c2ccc(C(F)(F)F)cc2)[C@@H]1CCCO,-0.97
COc1ccc(-c2csc(NC(C)c3nc4cc(Cl)c(Cl)cc4n3CCCO)n2)cc1 (stereo not drawn),0.38
O=C(NCCc1ccc(Cl)cc1)C1CCC(CNc2c(N3CCCCC3)c(=O)c2=O)CC1 (stereo not drawn),-0.34
COC(=O)/C(=C\c1c(OC)cc(OC)cc1OC)C(=O)c1ccc2c(c1)OCO2,0.059
O=C1[C@H]2CCCC[C@H]2C(=O)N1CCCCN1CCN(c2nsc3ccccc23)CC1,-0.8
COc1ccc(-c2ccc([C@H]3[C@@H]4C=CCC[C@@]4(C)C(=O)N3Cc3ccccc3)c(F)c2)cc1OC,1.3
Fc1ccc(-n2nnc(-c3cccnc3)n2)cc1,-0.14
O=C(NCCCN1CCOCC1)c1onc(CSc2ccccc2)c1C(=O)NCCCN1CCOCC1,1.1
Cc1nc2c(ccc3nc(NC(=O)C(c4ccccc4)c4ccccc4)sc32)s1,0.049
CCC/C=C(\CCC)C(NC(=O)OCC(C)C)c1ccc(C(=O)OC)cc1 (stereo not drawn),-0.39
C/C=C/C=C\C(=O)Nc1cccc(C2=NOC3(C2)C[C@H](C(N)=O)N(C(=O)/C=C/C)C3)c1 (stereo partly drawn),0.2
CCOC(=O)N1CCN(C(=O)Cn2ccc3c(OC)cccc3c2=O)CC1,-0.14
CC(C)C(=O)Nc1ccc([N+](=O)[O-])c(C(F)(F)F)c1,-0.19
C[C@H]1CC[C@H]2C(=O)N[C@H](Cc3ccccc3)C(=O)N2[C@@H]1c1ccccc1,-0.093
CC1(C)CC(=O)C=C(c2ccc3c(c2)OCO3)C1,-0.51
COC(=O)[C@H]1[C@@H](C)N(CCc2cc(OC)c(OC)c(OC)c2)C(=O)N[C@H]1c1ccccc1,1.3
O=C(NCc1ccccc1)C1=C[C@@H](c2ccccc2)C[C@@H](OCCCCO)O1,0.74
COC(=O)CCC(=O)OC1(C)C(=O)C2=CN(C(CO)CO)C(c3ccc(OC)cc3)=CC2=C(Br)C1=O (stereo not drawn),-0.38
CCOC(=O)C[C@H]1c2cc(F)ccc2S(=O)(=O)N1c1ccccc1,-0.084
CC1=C(C(=O)OCc2ccccc2)C(c2ccccc2-c2ccccc2)NC(=O)N1CCCCCC(=O)O (stereo not drawn),2.8*
c1ccc(Cn2nnc(CNc3ccccc3)c2-c2c(CNc3ccccc3)nnn2Cc2ccccc2)cc1,-0.072
OC[C@H]1O[C@@H](Oc2cc(O)cc(/C=C/c3ccc(O)cc3)c2)[C@H](O)[C@@H](O)[C@@H]1O,-0.89
Cc1cc2cc(CNC(=O)c3cccc([N+](=O)[O-])c3)ccc2[nH]1,0.26
COc1ccc(C[C@H]2CN3C(=NC[C@@H]3Cc3ccccc3)N2C[C@H](C)NC(=O)CCC2CCCCC2)cc1,0.22
CCN1C(=O)N[C@@H](c2cccc(C(F)(F)F)c2)C(C(=O)OC)=C1C,0.46
COc1ccc(CCNC(=O)c2cnc3ccccn3c2=O)cc1,-0.68
C=CCOC(=O)C1=C[C@H](c2ccc(Br)cc2)C[C@H](OCc2ccc(CO)cc2)O1,-0.017
CC1Oc2cc3oc4c(O)c5c(cc4c(=O)c3c(O)c2C1(C)C)C=CC(C)(C)O5 (stereo not drawn),0.41
C=C1C(=O)[C@@]23[C@H](O)C[C@@H]4C(C)(C)CC[C@H](O)[C@]4(C)[C@@H]2C[C@H](O)[C@@H]1[C@H]3O,-4.8*
COc1ccc(-c2cc(C(=O)Nc3cc(OC)cc(C(=O)Nc4cccc(C(F)(F)F)c4)c3)[nH]n2)cc1,-0.27
COC(=O)c1ccc(C23CC4(C2)[C@H](CN(C)[C@@H]4c2ccccc2)C3c2ccc(Cl)nc2)cc1 (stereo partly drawn),-0.76
